Pf gamet viab = late stage P. falciparum gametocyte viability inhibitors, primary screen, ATP luminescence, HTS. actives 0.065% (n = 150,000). inhibition, % at 10.9 µM. AID 743093, 2013. P. falciparum stage V gametocytes, 24 h;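 active means inhibition above the mean plus 3 SD of compounds within the control limits, set per campaign, cut at about 38% in these data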;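 further: 0% = DMSO wells and 100% = medium only without gametocytes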
Mcl1-Noxa inh = Mcl-1/Noxa binding inhibitors, primary screen, biochemical, TR-FRET, 1536-well; Induced myeloid leukemia cell differentiation protein Mcl-1 (Homo sapiens), Q07820; TR-FRET Mcl-1/Noxa peptide binding, 2 h; inhibition, % at 21.7 µM; actives 1.5% (n = 220,000);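 active means compounds that cut the protein-peptide binding signal by more than 50% relative to plate controls in a single-dose test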;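 further: His-tagged Mcl-1 with rhodamine Noxa BH3 peptide and terbium anti-His antibody; 0% = Mcl-1 plus Noxa peptide wells and 100% = peptide-only wells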
Target sequence (Q07820 whole entry, looked up): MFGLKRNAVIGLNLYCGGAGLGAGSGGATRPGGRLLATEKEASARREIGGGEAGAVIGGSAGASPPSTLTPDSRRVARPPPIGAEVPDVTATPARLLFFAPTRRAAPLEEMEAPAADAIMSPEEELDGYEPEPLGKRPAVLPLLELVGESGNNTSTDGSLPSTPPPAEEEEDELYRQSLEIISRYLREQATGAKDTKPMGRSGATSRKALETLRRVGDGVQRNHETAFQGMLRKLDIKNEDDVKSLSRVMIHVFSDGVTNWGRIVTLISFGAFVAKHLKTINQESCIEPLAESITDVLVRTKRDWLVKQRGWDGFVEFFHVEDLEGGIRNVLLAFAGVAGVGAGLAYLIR
Cdc42 wt = modulators of GTP binding to wildtype Cdc42, primary screen, biochemical, multiplex bead flow cytometry, Bodipy-GTP | GST-Cdc42 beads; actives lie on both sides | percent activity (GTP binding), % at 10 µM | AID 761, 2007 | actives 0.2% (n = 190,000) | Cell division control protein 42 homolog (Homo sapiens), P60953;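 active means percent activity GTP binding at least 20 points away from the 100% baseline, either down as inhibitor or up as activator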;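 further: median bead fluorescence of bound Bodipy-FL-GTP at 100 nM; 0% = excess unlabeled GTP control and 100% = no compound control; below 100% means less GTP binding so inhibitor and above means activator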
Target sequence (P60953 whole entry, looked up): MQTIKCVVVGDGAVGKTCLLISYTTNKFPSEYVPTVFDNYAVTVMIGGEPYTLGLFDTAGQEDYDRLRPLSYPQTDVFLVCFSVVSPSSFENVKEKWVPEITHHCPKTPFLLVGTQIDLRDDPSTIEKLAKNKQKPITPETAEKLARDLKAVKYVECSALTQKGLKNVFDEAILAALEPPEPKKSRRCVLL
ABCB1 inh = ABCB1 efflux pump inhibitors, primary screen, cell-based, multiplex, flow cytometry, ABCG2 counter-screen; actives 0.067% (n = 190,000); inhibition, % at 6.6 µM; ATP-dependent translocase ABCB1 (Homo sapiens), P08183; CCRF-Adr cells, JC-1 efflux; in the data active means inhibition above about 40%;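 further: 0% = vehicle and 100% = reference inhibitor; higher value means more JC-1 retained so stronger ABCB1 efflux block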
Rab2A wt mod = modulators of GTP binding to Rab2A wildtype, primary screen, biochemical, dog, bead-based flow cytometry, multiplex. Ras-related protein Rab-2A (Canis lupus familiaris), P61105. GST-Rab2 wt beads, Bodipy-GTP binding. GTP binding activity, % at 10 µM. actives 0.19% (n = 190,000);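 active means GTP binding activity at least 20 points away from 100%, either lowered or raised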;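 further: 0% = beads with excess unlabeled GTP and 100% = no-compound control corrected for plate trend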
Rab7 wt modul = modulators of GTP binding to Rab7, primary screen, biochemical, wildtype, multiplex bead flow cytometry | actives 0.055% (n = 190,000) | GTP binding activity (percent of control), % at 10 µM | GST-Rab7 beads, fluorescent GTP binding; actives lie on both sides; untreated = 100%, excess cold GTP = 0% | AID 758, 2007;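 active means fluorescent GTP binding to Rab7 beads changed by at least 20 points from the 100% baseline, either direction, mostly lower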;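 further: median green fluorescence of bound Bodipy-FL-GTP per Rab7 bead population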
ABCG2 block = ABCG2 efflux pump inhibitors, primary screen, multiplex with ABCB1, IgMXP3 cells, flow cytometry; JC-1 efflux; inhibition, % at 6.6 µM; actives 0.1% (n = 190,000);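 active means inhibition above 80%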;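 further: 0% = DMSO and 100% = nicardipine control wells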
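material = IgMXP3 (ABCG2) plus far-red-tagged CCRF-Adr (ABCB1) cells | amount = 3 million cells/mL, equal mix of both lines | also added = JC-1 transporter substrate | dosing = one concentration, 6.6 µM final | schedule = 10 min at 25 °C | measured by = flow cytometric JC-1 green MFI at 530 nm | read-out basis = percent efflux inhibition, scaled nicardipine 100% to DMSO 0%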
Avidin fluor = green autofluorescence of compounds with avidin beads – biophysical, 488/530 nm, flow cytometry, artefact control, profiling panel | actives 0.38% (n = 220,000) | compound fluorescence 488/530 nm; stronger effect = higher value | fluorescence (KMESF) at 10 µM; in the data active means fluorescence above about 47; further: inactives centre near 10
Rac1 wt GTP bind = wildtype Rac1 GTP binding modulators, primary screen, biochemical, GST-Rac1 beads, flow cytometry, multiplex | Ras-related C3 botulinum toxin substrate 1 (Homo sapiens), P63000 | fluorescent GTP binding; actives lie on both sides; 0 = cold GTP competed, 100 = untreated | GTP binding activity (% of control), % at 10 µM | actives 0.27% (n = 190,000);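 active means GTP binding activity at least 20 points away from the 100% control level, either lower or higher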
Rac1 act GTP bind = GTP binding modulators of activated mutant Rac1, primary screen, biochemical, bead-based flow cytometry, multiplex, fluorescent GTP. Ras-related C3 botulinum toxin substrate 1 (Homo sapiens), P63000. GST-Rac1 activated beads; actives lie on both sides; 100% means binding = to untreated wells. percent activity (GTP binding), % at 10 µM. actives 0.11% (n = 190,000);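 active means GTP binding at least 20 percentage points away from the 100% baseline, in either direction, so actives lie on both sides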
HRas wt GTP = modulators of GTP binding to HRas wildtype, primary screen, biochemical, bead-based flow cytometry, multiplex | GTPase HRas (Homo sapiens), P01112 | GST-Ras wt beads, Bodipy-FL-GTP binding; actives lie on both sides | GTP binding activity, % at 10 µM | actives 0.14% (n = 190,000) | AID 759, 2007;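 active means GTP binding activity at least 20% away from the 100% baseline, either lowered as inhibitor or raised as activator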;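 further: 0% = unlabeled GTP competition control and 100% = no-compound control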
Target sequence (P01112 whole entry, looked up): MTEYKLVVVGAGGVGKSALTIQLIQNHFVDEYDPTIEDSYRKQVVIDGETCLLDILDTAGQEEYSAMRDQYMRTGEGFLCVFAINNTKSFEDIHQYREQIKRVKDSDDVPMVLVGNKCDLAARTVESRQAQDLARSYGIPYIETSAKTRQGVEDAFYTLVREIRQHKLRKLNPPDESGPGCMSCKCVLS
Numbers without * were called inactive; . = no result given.

SMILES | Pf gamet viab | Mcl1-Noxa inh | Cdc42 wt | ABCB1 inh | Rab2A wt mod | Rab7 wt modul | ABCG2 block | Avidin fluor | Rac1 wt GTP bind | Rac1 act GTP bind | HRas wt GTP
CSc1nc(C)c(CCOC(=O)c2ccccc2)c(=O)[nH]1 | . | -11.1 | 102.0 | 0.3 | 101.0 | 103.0 | 1.6 | 12 | 107.0 | 102.0 | 102.0
Cc1ccc(CNC(=O)C2CC(=O)N(C3CCCCCC3)C2)cc1 (centres undefined) | -10.6 | 0.7 | 96.0 | 0.0 | 99.0 | 97.0 | 2.4 | 10 | 99.0 | 95.0 | 97.0
Cc1ccc2oc(-c3ccc(C)c(NC(=O)Cc4cccs4)c3)nc2c1 | . | 12.2 | 98.0 | 0.2 | 99.0 | 101.0 | 2.0 | 30 | 99.0 | 95.0 | 101.0
O=C(CCn1[nH]c(=O)c2ccccc2c1=O)OC1CCCCC1 | 3.5 | -17.8 | 99.0 | 0.1 | 98.0 | 95.0 | 0.1 | 5 | 100.0 | 98.0 | 98.0
CCNc1nc(N)nc(Oc2ccc(C(=O)OC)cc2)n1 | . | 15.0 | 100.0 | 0.1 | 98.0 | 96.0 | 0.6 | . | 102.0 | 100.0 | 98.0
Cc1cc(C)n(CC(C)NCc2cn[nH]c2-c2ccc(C)c(C)c2)n1 (centres undefined) | 17.9 | -5.2 | 100.0 | 0.2 | 98.0 | 103.0 | -1.0 | 6 | 99.0 | 97.0 | 97.0
CS(=O)(=O)N(CC(=O)NCc1ccco1)Cc1ccc(Cl)cc1 | -16.9 | 8.8 | 95.0 | -0.1 | 94.0 | 98.0 | 0.2 | 5 | 93.0 | 95.0 | 97.0
Cc1cc(=O)[nH]c(SCC(=O)c2ccccc2)c1C#N | . | 4.1 | 95.0 | 0.1 | 94.0 | 94.0 | 1.5 | 30 | 93.0 | 92.0 | 95.0
COc1cccc(NC(=O)N(Cc2ccco2)C(C)c2cccs2)c1 (centres undefined) | . | -6.8 | 93.0 | 2.1 | 99.0 | 94.0 | 21.5 | 5 | 99.0 | 97.0 | 97.0
c1cnc(N2CCN(c3nc4ccccc4n4cnnc34)CC2)nc1 | 6.5 | 15.7 | 103.0 | 0.9 | 103.0 | 99.0 | 5.1 | 11 | 107.0 | 101.0 | 104.0
N#Cc1c(N)nc2c(c1N)CC(CO)O2 (centres undefined) | . | 4.0 | 90.0 | 0.1 | 92.0 | 92.0 | 0.5 | 14 | 93.0 | 96.0 | 92.0
O=C(CCC1CCCC1)Nc1nnc(-c2ccc3c(c2)OCO3)s1 | 10.4 | -14.2 | 103.0 | -0.3 | 99.0 | 97.0 | -2.7 | 5 | 105.0 | 99.0 | 100.0
Cc1nn(-c2ccc(C(=O)O)cc2)c(C)c1Cl | 21.1 | 0.4 | 99.0 | 0.2 | 101.0 | 107.0 | 1.1 | 17 | 103.0 | 98.0 | 104.0
C=CCOC(=O)/C(=C\c1ccccc1)NC(=O)c1ccco1 | -16.1 | 11.7 | 101.0 | 0.4 | 104.0 | 101.0 | 1.8 | 12 | 106.0 | 103.0 | 104.0
CCc1nnc(NC(=O)CCC(=O)N2CCN(Cc3ccccc3)CC2)s1 | . | -2.7 | 97.0 | 0.1 | 97.0 | 97.0 | 0.3 | 23 | 100.0 | 97.0 | 96.0
Cc1nc(-c2ccc(NC(=O)CC(C)C)cc2)cs1 | -8.5 | 22.3 | 99.0 | 0.2 | 100.0 | 101.0 | 18.6 | 6 | 105.0 | 98.0 | 102.0
CCN(CC)C(=O)Cn1cc(S(=O)(=O)CC(=O)NCc2ccc3c(c2)OCO3)c2ccccc21 | -11.3 | 5.3 | 98.0 | 0.6 | 98.0 | 104.0 | -0.1 | 13 | 101.0 | 97.0 | 98.0
CCCCCCCOc1ccc(OC(=O)c2ccncc2)cc1 | 0.2 | -11.1 | 102.0 | 0.1 | 99.0 | 96.0 | 1.6 | 23 | 106.0 | 100.0 | 99.0
CC(C)(O)C#CC#CCN1CCOCC1 | 9.7 | 8.2 | 99.0 | 0.2 | 97.0 | 96.0 | -2.1 | 7 | 101.0 | 96.0 | 100.0
O=C(Cn1nc(Cc2cccnc2)c2ccccc2c1=O)NCCCN1CCCC1=O | . | 4.5 | 104.0 | 0.5 | 100.0 | 100.0 | 2.5 | 7 | 107.0 | 99.0 | 100.0

One compound at a time (already shown). Order of values: Pf gamet viab	Mcl1-Noxa inh	Cdc42 wt	ABCB1 inh	Rab2A wt mod	Rab7 wt modul	ABCG2 block	Avidin fluor	Rac1 wt GTP bind	Rac1 act GTP bind	HRas wt GTP
Results for c1cnc(N2CCN(c3nc4ccccc4n4cnnc34)CC2)nc1 → 6.5	15.7	103.0	0.9	103.0	99.0	5.1	11	107.0	101.0	104.0
Results for Cc1cc(=O)[nH]c(SCC(=O)c2ccccc2)c1C#N → .	4.1	95.0	0.1	94.0	94.0	1.5	30	93.0	92.0	95.0

More records.
SMILES | Pf gamet viab | Mcl1-Noxa inh | Cdc42 wt | ABCB1 inh | Rab2A wt mod | Rab7 wt modul | ABCG2 block | Avidin fluor | Rac1 wt GTP bind | Rac1 act GTP bind | HRas wt GTP
COCCCn1c(SCC(=O)N2CCCC(C)C2)nnc1-c1ccco1 (centres undefined) | . | -5.1 | 105.0 | 1.9 | 102.0 | 100.0 | 26.8 | 21 | 107.0 | 100.0 | 101.0
O=C(c1ccc2c(c1)OCO2)N1CCc2ccccc2C1 | . | 1.8 | 99.0 | 0.4 | 99.0 | 100.0 | 4.2 | 10 | 101.0 | 101.0 | 101.0
COc1cc(OC)cc(C(=O)Nn2cc(C(=O)Nc3ccccc3F)c3ccccc3c2=O)c1 | 0.2 | 22.8 | 97.0 | -1.7 | 97.0 | 98.0 | -5.3 | 1 | 99.0 | 101.0 | 97.0
COc1cc(NC(=S)NN2CCN(C)CC2)cc(OC)c1 | . | -7.5 | 104.0 | 0.7 | 101.0 | 104.0 | 11.8 | 11 | 108.0 | 102.0 | 104.0
O=C(NCCO)c1c(O)c2cccc3c2n(c1=O)CC3 | . | -6.0 | 101.0 | 0.4 | 100.0 | 101.0 | 4.4 | 11 | 101.0 | 99.0 | 100.0
O=c1c2ccccc2ncn1Cc1nc2ccccc2s1 | . | -41.5 | 104.0 | 1.4 | 103.0 | 102.0 | 8.9 | 12 | 107.0 | 101.0 | 103.0
Cc1cc(C)c2cc(C(c3nnnn3C3CCCC3)N3CCOCC3)c(=O)[nH]c2c1 (centres undefined) | -16.1 | -5.4 | 93.0 | 0.3 | 93.0 | 98.0 | -0.1 | 18 | 94.0 | 93.0 | 94.0
COc1cc(C(=S)N(C)C)ccc1O | -4.0 | 6.7 | 99.0 | 0.4 | 98.0 | 100.0 | -1.3 | 18 | 101.0 | 99.0 | 98.0
O=C(CSc1nc2[nH]ncc2c(=O)n1-c1ccc(Cl)c(Cl)c1)NCc1ccccc1Cl | -9.0 | -7.2 | 97.0 | 0.7 | 95.0 | 98.0 | 3.6 | 11 | 98.0 | 95.0 | 97.0
COCCn1cc(C(=O)N2CCCC(C)C2)c2c3ccccc3n(C)c2c1=O (centres undefined) | . | 15.9 | 96.0 | 1.2 | 91.0 | 98.0 | 6.2 | 9 | 94.0 | 93.0 | 96.0
CCOC(=O)c1nn(-c2ccc3c(c2)CCN3C(C)=O)cc1O | 10.2 | -7.9 | 103.0 | 0.4 | 100.0 | 102.0 | 1.1 | 35 | 105.0 | 99.0 | 100.0
Cn1cc(CN(CCO)Cc2cccs2)c(-c2ccccc2F)n1 | . | 2.4 | 98.0 | 1.2 | 99.0 | 100.0 | 2.5 | 8 | 99.0 | 96.0 | 97.0
CCS(=O)(=O)n1nc(-c2ccc(C)cc2)nc1N | 2.1 | 9.0 | 96.0 | -0.1 | 94.0 | 96.0 | -0.2 | 8 | 95.0 | 94.0 | 97.0
CC(=O)Nc1cccc(NC(=O)CSc2nnnn2Cc2ccccc2)c1 | . | -5.4 | 109.0 | -0.2 | 106.0 | 101.0 | 0.1 | 17 | 106.0 | 104.0 | 108.0
C=CCOc1ccc(CN(C)Cc2nc3cc(C(F)(F)F)ccc3c(=O)[nH]2)cc1 | -0.9 | -0.6 | 98.0 | 0.8 | 97.0 | 100.0 | 3.7 | 13 | 98.0 | 95.0 | 98.0
COc1ccc(NC(=O)COc2ncnc3ccccc23)cc1S(=O)(=O)N1CCOCC1 | -8.1 | -10.8 | 96.0 | 0.5 | 98.0 | 103.0 | 1.4 | 10 | 100.0 | 96.0 | 101.0
O=C(c1cc(C2CC2)on1)N1CCN(c2ccccc2)CC1 | . | 6.5 | 95.0 | 0.1 | 96.0 | 95.0 | 1.0 | 4 | 93.0 | 95.0 | 96.0
COc1ccc(S(=O)(=O)NCCOc2cccc3cccnc23)cc1OC | -6.6 | 8.9 | 97.0 | 1.2 | 97.0 | 101.0 | 5.0 | 10 | 97.0 | 97.0 | 99.0
O=C(O)c1ccc(Cn2cc(Cl)cn2)cc1 | . | 17.0 | 99.0 | 0.3 | 97.0 | 97.0 | 4.5 | 10 | 98.0 | 96.0 | 97.0
O=C(c1cc([N+](=O)[O-])ccc1N1CCCCC1)N1CCCC1 | 5.2 | 7.8 | 104.0 | 1.5 | 102.0 | 99.0 | 3.9 | 15 | 106.0 | 104.0 | 100.0
Cc1nc(Nc2ccc(Cl)cc2)c2nnn(Cc3ccccc3)c2n1 | 11.1 | 16.3 | 94.0 | 0.2 | 95.0 | 97.0 | 0.9 | 11 | 100.0 | 95.0 | 95.0

Some entries already given with just Cdc42 wt and Rab2A wt mod:
Molecule,Cdc42 wt,Rab2A wt mod
O=C(NCCO)c1c(O)c2cccc3c2n(c1=O)CC3,101.0,100.0
O=c1c2ccccc2ncn1Cc1nc2ccccc2s1,104.0,103.0
Cc1cc(C)c2cc(C(c3nnnn3C3CCCC3)N3CCOCC3)c(=O)[nH]c2c1 (centres undefined),93.0,93.0
COc1cc(C(=S)N(C)C)ccc1O,99.0,98.0
O=C(CSc1nc2[nH]ncc2c(=O)n1-c1ccc(Cl)c(Cl)c1)NCc1ccccc1Cl,97.0,95.0
